PPARg SRC1 recr: PPARgamma agonists recruiting SRC-1 coactivator, primary screen, biochemical | Peroxisome proliferator-activated receptor gamma (Homo sapiens), P37231 | PPARgamma-SRC-1 coactivator recruitment biochemical assay | activation, % at 8 µM | 200,000 compounds, 0.41% hits; in the data active = activation above about 19%;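 note: 0% = DMSO and 100% = reference agonist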
PPARg SRC2 recr: agonists of PPARg-SRC-2 recruitment, primary screen, biochemical, HTS. Peroxisome proliferator-activated receptor gamma (Homo sapiens), P37231. PPARgamma LBD-SRC-2 recruitment. activation, % at 8 µM. 200,000 compounds, 0.34% hits; in the data active = activation above about 22%;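 note: 0% = vehicle and 100% = reference agonist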
bIAP act: bovine intestinal alkaline phosphatase activators, primary screen, biochemical, bovine IAP, CDP-star luminescence. 200,000 compounds, 0.17% hits. purified bovine IAP, 30 min; active compounds read high; fold of DMSO-control signal, blank-subtracted. alkaline phosphatase, intestinal [Bos taurus]. activation factor at 20 µM;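 active = activation factor of 2 or more at 20 µM, a signal rise over negative controls twice the positive control's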
ROMK primary: ROMK potassium channel modulators, primary screen, cell-based, thallium flux, MLSMR library | 130,000 compounds, 2% hits | Tet-inducible ROMK, thallium flux fluorescence; actives lie on both sides | ATP-sensitive inward rectifier potassium channel 1 (Homo sapiens), P48048 | B-score at 10 µM;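 active = signal ratio slope over the read window, or its plate-corrected B-score, at least 3 SD from the plate mean, either direction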;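 note: B-score of the F/F0 ratio slope over 7 to 12 s after thallium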
Target sequence (P48048 whole entry, looked up): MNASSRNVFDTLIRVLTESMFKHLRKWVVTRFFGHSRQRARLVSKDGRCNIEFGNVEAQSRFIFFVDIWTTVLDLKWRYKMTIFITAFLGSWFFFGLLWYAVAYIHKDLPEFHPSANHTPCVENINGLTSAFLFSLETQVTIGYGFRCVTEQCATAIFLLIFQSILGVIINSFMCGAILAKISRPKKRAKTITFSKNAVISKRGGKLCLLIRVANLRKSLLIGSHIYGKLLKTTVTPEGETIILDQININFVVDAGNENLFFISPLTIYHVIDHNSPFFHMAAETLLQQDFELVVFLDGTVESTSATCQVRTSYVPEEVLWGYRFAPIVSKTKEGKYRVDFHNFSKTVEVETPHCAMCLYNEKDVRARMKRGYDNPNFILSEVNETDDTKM
Redox H2O2 prof: compounds producing H2O2 with reducing agent – biochemical, NIH compound library profiling, artefact control for MLSCN library redox annotation, primary screen. DTT-dependent redox cycling H2O2, phenol red/HRP absorbance; 100% = 100 µM peroxide control, 0% = buffer. activation, % at 10 µM. 200,000 compounds, 0.03% hits;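 active = activation of at least 50% relative to the plate's high and low controls in the primary single-dose screen; inactive = activation below 50%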;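 note: compound incubated with DTT at 0.8 mM final as the reducing agent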
TLR4 MyD88 comp: inhibitors of TLR4-MyD88 association in cells, primary screen, cell-based, HeLa CL3-4, BLA complementation, FRET ratio | Toll-like receptor 4 (Homo sapiens) + Myeloid differentiation primary response protein … | HeLa CL3-4 TLR4/MyD88 BLA complementation | inhibition, % at 8.4 µM | 200,000 compounds, 0.18% hits | AID 861, 2007; in the data active = inhibition above about 25%;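 note: 0% = vehicle and 100% = reference inhibitor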
S1P3 antagonist: S1P3 receptor antagonists, primary screen, cell-based; 170,000 compounds, 0.27% hits; AID 485, 2006; Sphingosine 1-phosphate receptor 3 (Homo sapiens), Q99500; inhibition, % at 4.98 µM; CHO S1P3 NFAT-BLA reporter, FRET fluorescence, antagonist mode;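 active = inhibition above the plate cutoff, the mean inhibition of test wells on that plate plus 3 SD, cut at about 28% in these data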;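 note: cells challenged with S1P at its EC80 of 0.8 µM; blue over green emission ratio from cleaved BLA substrate after 4 h stimulation; 0% = S1P-stimulated wells and 100% = unstimulated DMSO-only wells; some compounds past the cut are filed as inactive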
Target sequence (Q99500 whole entry, looked up): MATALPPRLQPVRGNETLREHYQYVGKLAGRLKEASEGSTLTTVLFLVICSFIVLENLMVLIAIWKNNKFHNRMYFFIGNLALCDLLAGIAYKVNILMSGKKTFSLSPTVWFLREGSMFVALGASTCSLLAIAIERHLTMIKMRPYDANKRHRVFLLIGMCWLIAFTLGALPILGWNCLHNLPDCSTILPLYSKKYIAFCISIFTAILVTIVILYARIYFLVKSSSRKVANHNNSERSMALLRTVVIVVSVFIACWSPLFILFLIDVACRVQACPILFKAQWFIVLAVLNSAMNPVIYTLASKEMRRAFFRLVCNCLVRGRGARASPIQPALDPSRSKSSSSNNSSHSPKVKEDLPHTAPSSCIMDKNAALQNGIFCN
PPARg SRC-3 ag: PPARgamma agonists recruiting SRC-3 coactivator, primary screen, biochemical | Peroxisome proliferator-activated receptor gamma (Homo sapiens), P37231 | biochemical PPARgamma/SRC-3 coactivator recruitment assay | activation, % at 8 µM | 200,000 compounds, 0.26% hits | AID 731, 2007; in the data active = activation above about 23%;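 note: 0% = DMSO and 100% = reference agonist; some compounds past the cut are filed as inactive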
bIAP inh: bovine intestinal alkaline phosphatase inhibitors, primary screen, selectivity assay for TNAP inhibitor project, biochemical, bovine IAP, CDP-star luminescence; inhibition, % at 20 µM; AID 1019, 2008; alkaline phosphatase, intestinal [Bos taurus]; purified bovine IAP, 30 min; 190,000 tested, under 10 active;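 active = over 50% inhibition of intestinal alkaline phosphatase at 20 µM in the single-dose screen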
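System: Purified bovine intestinal alkaline phosphatase (IAP) enzyme | Input: IAP diluted 1/65,000,000 in the well | Also added: CDP-star chemiluminescent phosphatase substrate, 30 µM final | Dosing: 20 µM single dose | Times: Enzyme reaction for 30 min at room temperature | Detection: Luminescence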
SRC2 TRFRET art: TR-FRET signal artefacts, primary screen, artefact control for PPARgamma SRC-2 agonist project, biochemical; TR-FRET artefact counter-screen; active compounds read high; TR-FRET ratio at 8 µM; 200,000 compounds, 0.4% hits; in the data active = TR-FRET ratio above about 2000; note: inactives centre near 1500
L major viab: Leishmania major promastigote growth inhibition, primary screen; AID 1063, 2008; 200,000 compounds, 9% hits; inhibition, % at 10 µM; Leishmania major promastigotes, resazurin fluorescence viability; in the data active = inhibition above about 50%;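 note: promastigotes grown with compound for 44 hours at 28 °C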
* = called active by the depositor; / = not tested or not shown.

SMILES | PPARg SRC1 recr | PPARg SRC2 recr | bIAP act | ROMK primary | Redox H2O2 prof | TLR4 MyD88 comp | S1P3 antagonist | PPARg SRC-3 ag | bIAP inh | SRC2 TRFRET art | L major viab
CCC(=O)Nc1c(S(=O)(=O)c2ccc(C)cc2)c2nc3ccccc3nc2n1C(C)c1ccccc1 (stereo not drawn) | 12 | 5 | 0.9 | / | 0.0 | -5 | -29 | 4 | 9 | 1676 | 35
O=C(NNc1ccccc1[N+](=O)[O-])Nc1ccc(Cl)c(Cl)c1 | -6 | 5 | 1.2 | 0.0095 | / | 0 | -10 | 0 | -22 | 1439 | 78*
COc1cccc(-c2nn(-c3ccccc3)cc2/C=C\C(=O)c2cccs2)c1 | 0 | -9 | 0.9 | / | 2.4 | 2 | / | -1 | 6 | 1407 | 65*
COCCCNC(=O)CSc1ccsc1[N+](=O)[O-] | 7 | 4 | 1 | / | 0.9 | -8 | 8 | 7 | -2 | 1536 | -4
COC(=O)CNC(=O)c1ccccc1F | 2 | 9 | 0.9 | 0.96 | 0.2 | 0 | / | 1 | 7 | 1488 | -8
Cc1cccc(NC(=S)N2CCOCC2)c1C | 10 | 9 | 1.1 | / | -0.3 | -3 | 8 | -1 | -11 | 1733 | -8
CC1Oc2ccccc2N(CC(=O)NCc2cccs2)C1=O (stereo not drawn) | -3 | 3 | 0.9 | / | 0.4 | 7 | 0 | -7 | 12 | 1263 | 19
CCOC(=O)c1ccc(NC(=S)N2CCSC2c2ccc(Cl)cc2)cc1 (stereo not drawn) | 9 | 8 | 1 | / | 0.0 | -4 | -1 | 2 | 5 | 1665 | 60*
Cc1ccc(C)c(N2C(=O)c3cc(N4CCOCC4)c([N+](=O)[O-])cc3C2=O)c1 | -6 | -2 | 1 | -0.031 | 0.3 | -8 | -7 | -5 | 2 | 1452 | 55*
CCOc1ncccc1C(=O)OCC(=O)c1c(N)n(C)c(=O)n(C)c1=O | -1 | 1 | 0.9 | 1 | -1.6 | 5 | / | -2 | 15 | 1516 | -7
Cc1cc(C(=O)CSc2nc(N)cc(N)n2)c(C)n1CCc1ccc(F)cc1 | 5 | -2 | 1.1 | -0.98 | 1.9 | 3 | 8 | 4 | -11 | 1654 | 20
COc1ccc(N2C(=O)c3ccccc3NC23CCCCC3)cc1 | 1 | 3 | 1 | 0.042 | -0.2 | 2 | 1 | -11 | 2 | 1565 | 10
Cc1ccc(S(=O)(=O)Nc2ccccc2-c2ccccc2)cc1 | 5 | -3 | 1 | / | 1.6 | 7 | / | -7 | 0 | 1640 | 22
N#Cc1c(N)nc2c(c1-c1ccncc1)CCCCC2 | 5 | 11 | 1 | / | 2.4 | -1 | -6 | 3 | 4 | 1636 | 8
CN1c2cccc3cccc(c23)N(C)C1c1cccs1 | 10 | -3 | 0.9 | / | 0.3 | -5 | / | 10 | 8 | 1510 | -6
COc1cccc(/C=C/C(=O)OCC(=O)NCC2CCCO2)c1OC (stereo not drawn) | -4 | -4 | 1.3 | / | 0.5 | -5 | -9 | 5 | -34 | 1415 | 0
CN(C)C(=O)c1nc2ccc(Cl)cn2c1CNCc1ccccc1OC(F)(F)F | -1 | -9 | 1 | 0.066 | -0.1 | -15 | 1 | 0 | 0 | 1361 | -4
O=C(NC(Nc1nc2ccc([N+](=O)[O-])cc2s1)(C(F)(F)F)C(F)(F)F)c1cccnc1 | 0 | 2 | 0.9 | -1.6 | 0.0 | -9 | 3 | 4 | 14 | 1602 | 21
CC1CCCC(C)N1C(=O)COC(=O)c1ccc2c(c1)OCO2 (stereo not drawn) | 4 | -2 | 1.1 | -0.97 | 1.0 | 0 | 5 | 1 | -7 | 1544 | -5
Cn1ccnc1SCc1cn2cc(Br)ccc2n1 | 4 | -4 | 1 | -0.22 | -0.8 | -10 | / | -13 | 4 | 1521 | 82*
CCc1cc2c(=O)c(-c3cscn3)coc2cc1O | -4 | 4 | 0.9 | 2.5* | 0.3 | -9 | / | -8 | 10 | 1338 | 14
Cc1sc2c(c1C)c(=O)n(-c1ccccc1)c(=O)n2CC(=O)NCC1CCCO1 (stereo not drawn) | 4 | 4 | 1.1 | 0.88 | -0.3 | 6 | 0 | 2 | -6 | 1364 | -1
COc1ccccc1C(=O)Nc1nnc(SCC(=O)Nc2ccc3c(c2)oc2ccccc23)s1 | 3 | 8 | 1 | 0.052 | 0.2 | -3 | -11 | 3 | 2 | 1574 | 96*
C=C(C(=O)O)C(CCCCCC)C(=O)O (stereo not drawn) | 2 | -2 | 0.8 | / | 0.2 | -24 | -9 | 1 | 22 | 1545 | -10
COc1ccc(C(C)=O)cc1CSc1nc2cc(C(=O)O)ccc2c(=O)n1Cc1ccccc1 | 7 | 2 | 0.9 | 2.3 | 0.2 | 8 | -9 | 2 | 13 | 1454 | -4

Reformatted with tabs: entries from further up.
molecule	PPARg SRC1 recr	PPARg SRC2 recr	bIAP act	ROMK primary	Redox H2O2 prof	TLR4 MyD88 comp	S1P3 antagonist	PPARg SRC-3 ag	bIAP inh	SRC2 TRFRET art	L major viab
Cn1ccnc1SCc1cn2cc(Br)ccc2n1	4	-4	1	-0.22	-0.8	-10	/	-13	4	1521	82*
Cc1ccc(S(=O)(=O)Nc2ccccc2-c2ccccc2)cc1	5	-3	1	/	1.6	7	/	-7	0	1640	22

Marked active in ROMK primary (from the list above):
canonical_smiles,bIAP act,ROMK primary,Redox H2O2 prof,TLR4 MyD88 comp,S1P3 antagonist,bIAP inh
CCc1cc2c(=O)c(-c3cscn3)coc2cc1O,0.9,2.5*,0.3,-9,/,10

Next records:
SMILES | PPARg SRC1 recr | PPARg SRC2 recr | bIAP act | ROMK primary | Redox H2O2 prof | TLR4 MyD88 comp | S1P3 antagonist | PPARg SRC-3 ag | bIAP inh | SRC2 TRFRET art | L major viab
CCC(NC(=O)Nc1ccc(O)cc1)(C(F)(F)F)C(F)(F)F | 4 | 2 | 1 | 0.0097 | 0.4 | 4 | / | 14 | 0 | 1430 | 2
Cc1cc(=O)oc2cc(OCC(=O)N3CCc4ccccc4C3)ccc12 | 3 | -7 | 1 | -0.95 | -0.5 | 4 | / | 5 | 2 | 1579 | 34
O=C(NCc1nnc(SCc2ccccc2)n1-c1ccc(F)cc1)C12CC3CC(CC(C3)C1)C2 | 2 | 1 | 0.4 | / | 0.1 | -11 | 2 | -1 | / | 1670 | 22
CCC(C)[C@H](NC(=O)CCn1nnc2ccccc2c1=O)C(=O)O (stereo partly drawn) | 6 | 11 | 0.9 | -0.21 | 0.3 | -5 | 0 | 4 | 10 | 1574 | -5
CCN(CC)N=Nc1ccc(S(N)(=O)=O)cc1 | 1 | 2 | 1 | -0.037 | -0.3 | -9 | -5 | 5 | -2 | 1463 | -8
O=S(=O)(Nc1ccccc1)c1ccc(Oc2ncc(C(F)(F)F)cc2Cl)cc1 | -7 | 2 | 0.9 | / | 1.8 | 1 | / | -12 | 13 | 1553 | -1
Cc1ccccc1C(=O)NNC(=O)CN1C(=O)c2ccccc2C1=O | -1 | -6 | 0.9 | / | 0.3 | 3 | -9 | -3 | 12 | 1577 | -5
C/C(=N/NC(=O)C1CC1(c1ccccc1)c1ccccc1)c1ccco1 (stereo not drawn) | 6 | 3 | 1.1 | / | 0.1 | -4 | -10 | 5 | -6 | 1576 | 15
CCCOP(=O)(c1ccccc1)c1ccccc1 | -3 | -4 | 0.6 | / | 0.1 | 18 | 15 | -4 | 43 | 1370 | -2
COc1ccc(C(=O)NC(=S)NNC(=O)c2ccc(NC(=O)C(C)C)cc2)cc1 | 5 | 3 | 0.9 | / | -0.2 | 8 | -16 | 2 | 14 | 1645 | 71*
CC(C)(C)c1ccc(S(=O)(=O)N2CCSC2)cc1 | -1 | -4 | 0.9 | -1.2 | -0.1 | -9 | 8 | 0 | 8 | 1455 | 32
COc1ccc(-c2[nH]ncc2CNCC(C)(C)N2CCOCC2)cc1F | 6 | 1 | 1 | 0.31 | -0.5 | 2 | 2 | -3 | 2 | 1552 | 4
Cc1ccc2c(c1)sc1ncc(NC(=O)c3ccc(F)cc3)c(=O)n12 | -4 | -3 | 0.9 | -0.31 | -0.3 | 3 | -15 | -1 | 12 | 1535 | -5
Cc1cc(C)n(CCSCC(=O)O)n1 | -2 | 1 | 0.9 | 1.6 | 0.2 | 12 | / | -3 | 12 | 1443 | 4
CCCn1nnc(NC(=O)c2ccco2)n1 | 2 | 6 | 0.8 | / | 0.1 | 12 | 5 | -2 | 17 | 1582 | -6
CC(=O)Nc1ccc(S(=O)(=O)N2CCCC(C(=O)O)C2)cc1 (stereo not drawn) | 6 | 2 | 1.1 | -0.34 | -2.3 | -15 | -3 | 4 | -7 | 1558 | -2
COc1cc(/C=N/NC(=O)c2ccc(COc3ccccc3Cl)o2)cc(Br)c1O | 0 | 6 | 0.9 | -0.18 | -0.4 | -12 | -12 | 5 | 8 | 1579 | -8
COc1ccccc1-n1c(=O)c2c3c(sc2n2c(SC(C)C)nnc12)CCC3 | 4 | 7 | 1 | 0.012 | -2.1 | 4 | / | -6 | 0 | 1437 | 13
O=C(C[n+]1cccc(/C=N/O)c1)N1CCCCCC1 | 3 | 8 | 0.9 | -0.62 | -2.1 | 0 | 1 | -3 | 6 | 1441 | -2
O=C(CN1C(=O)NC(CCc2ccccc2)C1=O)NC1CC1 (stereo not drawn) | 2 | 1 | 1.2 | 0.38 | -0.1 | -3 | -9 | -4 | -24 | 1722 | 6
CC1C/C(=N/NC(=O)c2cccc(F)c2)c2ccc(O)cc2C1 (stereo not drawn) | 2 | 6 | 0.9 | / | 2.0 | 1 | / | 4 | 9 | 1564 | 39
O=C(/C=C/Nc1ccccc1C(F)(F)F)c1ccco1 | 5 | 15 | 0.9 | 0.026 | -0.1 | 3 | 9 | 1 | 11 | 1570 | 0
CN(C1CCCC1)C1CCN(C(=S)Nc2cc(F)cc(F)c2)CC1 | 11 | 7 | 0.9 | / | 0.6 | 10 | -25 | 9 | 8 | 1658 | 77*
COC(=O)C1C(c2ccc(N(C)C)cc2)C(C(=O)OC)S(=O)(=O)CS1(=O)=O (stereo not drawn) | 6 | 3 | 1 | / | -0.2 | -8 | 4 | 2 | -4 | 1500 | -6
CCN(CCCNC(=O)c1c(C)cc(=O)oc1C)c1cccc(C)c1 | -6 | 4 | 1.1 | / | -0.9 | -6 | / | 5 | -5 | 1745 | 9
COCCOc1cc(N2C(=O)CSCC2=O)c(Cl)cc1Cl | 5 | -1 | 1 | 0.55 | -3.7 | 1 | / | 3 | 2 | 1469 | -3
O=C(/C(=N\Nc1ccccc1)Sc1nnnn1-c1ccccc1)c1ccccc1 | -1 | 4 | 1 | 1.3 | 0.0 | 7 | 12 | 0 | 3 | 1679 | -6

Source: PubChem
